Screening results from PubChem BioAssay.
APJ ag: agonists of human apelin receptor APJ, primary screen, CHO-K1 cells, PathHunter beta-arrestin, luminescence; activation, % at 20 µM; 0.11% of 330,000 active; P35414; 0% DMSO wells, 100% apelin;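 active = activation more than six SD over the plate average, tested at 20 µM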;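 also: 0% = DMSO alone and 100% = apelin-13 at 10 nM; some results filed as inactive read as strong as hits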
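Test system – PathHunter CHO-K1 APJ (AGTRL-1) beta-arrestin reporter cells · Input – 1000 cells/well · Compound – single test compound dose, 20 µM final, 1% DMSO · Times – compound stimulation 90 min at 25 °C, detection 60 min · Technique – beta-gal luminescence · Read-out basis – APJ–arrestin association signal · Control set – negative DMSO alone, positive Apelin-13 at 10 nM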
UPR CHOP act: activators of apoptotic CHOP UPR arm, primary screen, cell-based, CHO-CHOP luciferase reporter, luminescence, uHTS; UPR activation; percent of tunicamycin response over DMSO baseline; activation, % at 10 µM; 0.34% of 330,000 active;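 active = at 10 µM dose, activation of 40% or more, normalized to positive control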;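 also: 100% = tunicamycin at 10 µg/mL and 0% = DMSO alone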
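Test system: CHO-CHOP cells, stable luciferase reporter of PERK-eIF2a-CHOP signalling | Quantity: 500 CHO-CHOP cells per well | Buffer or medium: F12 plus 10% serum | Compound dosing: 10 µM single point, 0.5% DMSO | Schedule: 6 h compound treatment, 37 °C | Signal: Luciferase luminescence | Control set: Tunicamycin high control, DMSO low control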
Mdm2 MdmX PPI: inhibitors of human Mdm2-MdmX association, primary screen, cell-based, luminescence, split luciferase, SaOS-2, uHTS | AID 485346, 2010 | inhibition, % at 8 µM | SaOS-2 split-luciferase Mdm2/MdmX complementation | 3% of 330,000 active;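 active = inhibition of at least 50% at 8 µM in the primary screen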
Target sequence (O15151 whole entry, looked up): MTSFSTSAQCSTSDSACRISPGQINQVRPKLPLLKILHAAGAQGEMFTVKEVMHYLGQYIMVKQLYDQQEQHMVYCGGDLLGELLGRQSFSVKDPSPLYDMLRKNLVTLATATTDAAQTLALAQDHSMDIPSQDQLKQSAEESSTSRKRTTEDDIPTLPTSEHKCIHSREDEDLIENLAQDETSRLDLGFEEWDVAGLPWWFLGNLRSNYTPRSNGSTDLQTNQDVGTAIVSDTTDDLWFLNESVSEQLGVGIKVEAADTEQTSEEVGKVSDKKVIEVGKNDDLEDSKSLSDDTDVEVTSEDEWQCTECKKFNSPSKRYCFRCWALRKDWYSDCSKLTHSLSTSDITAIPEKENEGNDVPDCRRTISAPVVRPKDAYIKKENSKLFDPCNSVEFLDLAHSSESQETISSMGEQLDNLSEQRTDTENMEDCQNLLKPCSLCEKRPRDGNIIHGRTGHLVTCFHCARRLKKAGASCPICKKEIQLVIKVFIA
Target sequence (Q00987 whole entry, looked up): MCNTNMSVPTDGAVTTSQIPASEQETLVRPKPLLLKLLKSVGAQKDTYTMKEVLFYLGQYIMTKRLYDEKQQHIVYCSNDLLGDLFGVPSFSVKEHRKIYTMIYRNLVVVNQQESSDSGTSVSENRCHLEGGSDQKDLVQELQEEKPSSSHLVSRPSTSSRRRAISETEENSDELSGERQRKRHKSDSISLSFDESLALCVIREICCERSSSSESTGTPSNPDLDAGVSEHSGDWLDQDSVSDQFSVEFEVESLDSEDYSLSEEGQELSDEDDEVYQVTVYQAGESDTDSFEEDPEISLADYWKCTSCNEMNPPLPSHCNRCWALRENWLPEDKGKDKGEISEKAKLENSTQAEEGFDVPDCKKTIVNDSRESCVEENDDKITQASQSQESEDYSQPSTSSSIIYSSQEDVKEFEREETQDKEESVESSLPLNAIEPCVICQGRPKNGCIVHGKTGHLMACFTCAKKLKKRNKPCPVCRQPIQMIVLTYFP
tim10-1 inh: growth inhibitors of tim10-1 mutant yeast, primary screen, luminescence, uHTS; 2.2% of 330,000 active; inhibition, % at 20 µM; AID 463190, 2010; S. cerevisiae tim10-1 ts strain growth, BacTiter-Glo, 24 h;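 active = inhibition of at least 40%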;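 also: mutant grown at 25 °C; 0% = DMSO wells with yeast and 100% = wells holding no yeast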
tim23-1 inh: growth inhibitors of tim23-1 mutant yeast, primary screen, luminescence, uHTS; S. cerevisiae tim23-1 growth, BacTiter-Glo luminescence, 24 h; inhibition, % at 20 µM; 1.3% of 330,000 active;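 active = growth inhibition of the mutant yeast at or above 50%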;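 also: temperature-sensitive mutant grown at 25 °C; plate controls were DMSO-treated mutant yeast for no effect and medium wells lacking yeast for full effect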
TIM10 inh: growth inhibitors of isogenic TIM10 control yeast, primary screen, counter-screen for tim10-1 yeast inhibitor project, luminescence, uHTS; S. cerevisiae TIM10 strain growth, BacTiter-Glo luminescence, 24 h; inhibition, % at 10 µM; 1.4% of 330,000 active;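 active = inhibition of 40% or more at the single tested concentration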;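 also: wild-type TIM10 isogenic control strain grown at permissive 25 °C; 0% = DMSO yeast wells and 100% = minimal medium wells without yeast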
UPR XBP1 act: activators of adaptive XBP1 UPR arm, primary screen, cell-based, CHO-XBP1 luciferase reporter, luminescence, uHTS. IRE1-XBP1 UPR activation; percent of tunicamycin response, DMSO as zero. activation, % at 20 µM. 0.33% of 330,000 active;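 active = versus positive control, 20 µM dose yields 30% or more activation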;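 also: 100% = tunicamycin at 10 µg/mL and 0% = DMSO only wells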
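incubation = overnight seeding at 37 °C, 6 h compound treatment at 37 °C | assay system = CHO-XBP1 cells stably carrying IRE1-XBP1-driven luciferase reporter | input = 1000 cells per well | detection = luciferase luminescence | dosing = single point, 20 µM final compound, 1% DMSO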
NALP3 yeast inh: NALP3 inflammasome inhibitors in reconstituted yeast, primary screen, luminescence, uHTS | Yeast reconstituted NLRP3/ASC/caspase-1, beta-gal luminescence, 24 h | inhibition, % at 10 µM | 0.39% of 330,000 active;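 active = inhibition of 50% or more; inactive = inhibition below 50%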;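 also: plate controls were induced DMSO wells for no effect and uninduced yeast grown without galactose for full effect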
NR3A LBD binder: binders of NR3A ligand-binding domain, primary screen, biophysical, differential scanning fluorimetry, uHTS; 2.5% of 340,000 active; AID 1259313, 2017; NR3A LBD differential scanning fluorimetry, Tm shift; 0% = protein alone, 100% = glycine-bound protein; Glutamate receptor ionotropic, NMDA 3A (GRIN3A) ligand-binding domain; Tm shift relative to glycine control, % at 25 µM;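 active = melting temperature shift of at least 10% of the positive control shift, at one fixed dose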
Numbers without * were called inactive. An unsorted share of the library; about 8.2% have a hit in one of these screens.

For CCCn1c(S(=O)(=O)O)nc2ccccc21 the results were APJ ag -4, UPR CHOP act 1.1, Mdm2 MdmX PPI 15, tim10-1 inh -18, tim23-1 inh -6, TIM10 inh -1, UPR XBP1 act -2, NALP3 yeast inh -3 and NR3A LBD binder -3.
C#CCn1c(=NC(=O)CN2C(=O)CCC2=O)sc2cc(S(N)(=O)=O)ccc21 was read as APJ ag 1, UPR CHOP act 4.2, Mdm2 MdmX PPI -21, tim10-1 inh 11, tim23-1 inh -3, TIM10 inh 3, UPR XBP1 act 0, NALP3 yeast inh 3 and NR3A LBD binder -2.
`Cc1ccccc1C(=O)NCCCNC(=O)c1ccco1` gave APJ ag -3, UPR CHOP act 0.0, Mdm2 MdmX PPI -14, tim10-1 inh -1, tim23-1 inh 11, TIM10 inh 13, UPR XBP1 act -1, NALP3 yeast inh 9 and NR3A LBD binder 0.
Screening CS(=O)(=O)N(CC(=O)N1CCc2ccccc2C1)Cc1ccc(Cl)cc1 returned APJ ag -5, UPR CHOP act -0.1, Mdm2 MdmX PPI 28, tim10-1 inh 19, tim23-1 inh 29, TIM10 inh 14, UPR XBP1 act -1, NALP3 yeast inh 11 and NR3A LBD binder -1.
For COc1ccccc1N=C1SC(C)CN1C(=O)C1CCC1 (stereo unspecified) the results were APJ ag 3, UPR CHOP act -1.3, Mdm2 MdmX PPI 3, tim10-1 inh 7, tim23-1 inh 28, TIM10 inh -1, UPR XBP1 act 0 and NALP3 yeast inh -2.
`O=S(=O)(c1ccccc1)N1N=C(c2ccc(O)cc2)CC1c1ccco1` (stereo unspecified) gave APJ ag -5, UPR CHOP act 4.4, Mdm2 MdmX PPI 10, tim10-1 inh 20, tim23-1 inh 24, TIM10 inh 8, UPR XBP1 act 1, NALP3 yeast inh 10 and NR3A LBD binder 1.
For O/N=C1/C2C3C(Br)C4C5CC(C1C53)C24 (stereo unspecified) the results were APJ ag -3, UPR CHOP act 0.1, Mdm2 MdmX PPI 2, tim10-1 inh 7, tim23-1 inh -11, TIM10 inh 5, UPR XBP1 act -2, NALP3 yeast inh 3 and NR3A LBD binder 0.
`COc1ccc(OCc2cc(C(=O)N(Cc3nccn3C)C(C)C)no2)c2ccccc12` gave APJ ag 0, UPR CHOP act 4.5, Mdm2 MdmX PPI -16, tim10-1 inh 25, tim23-1 inh 20, TIM10 inh 2, UPR XBP1 act -3, NALP3 yeast inh 16 and NR3A LBD binder 0.
Screening O=C1C(Cl)=C(NC2CCCCC2)C(=O)N1Cc1ccccc1 returned APJ ag -4, UPR CHOP act 2.1, Mdm2 MdmX PPI 31, tim10-1 inh 15, tim23-1 inh 23, TIM10 inh -5, UPR XBP1 act -2, NALP3 yeast inh 1 and NR3A LBD binder 5.
Screening CCCNC(=O)NC(=O)COC(=O)c1ccc(OC)c(S(=O)(=O)N2CCCc3ccccc32)c1 returned APJ ag 1, UPR CHOP act 1.5, Mdm2 MdmX PPI 25, tim10-1 inh 19, tim23-1 inh 12, TIM10 inh 23, UPR XBP1 act 1, NALP3 yeast inh -2 and NR3A LBD binder -4.
Screening CCCC(c1nnnn1CC1CCCO1)N1CCN(c2nc3ccccc3s2)CC1 (stereo unspecified) returned APJ ag -2, UPR CHOP act 1.1, Mdm2 MdmX PPI 21, tim10-1 inh 31, tim23-1 inh 21, TIM10 inh 36, UPR XBP1 act 1, NALP3 yeast inh 18 and NR3A LBD binder 1.
For C[C@@H]1COC(=O)[C@H](Cc2ccc(F)cc2)CC/C=C/C[C@@H](CC(=O)N[C@H](CO)Cc2ccccc2)C(=O)N1 the results were APJ ag 1, UPR CHOP act 1.3, Mdm2 MdmX PPI -13, tim10-1 inh -3, tim23-1 inh 8, TIM10 inh 4, UPR XBP1 act 0, NALP3 yeast inh 19 and NR3A LBD binder -1.
`COc1cc(C=O)ccc1OC(=O)Nc1ccccc1` gave APJ ag -3, UPR CHOP act 3.0, Mdm2 MdmX PPI 16, tim10-1 inh -2, tim23-1 inh -4, TIM10 inh 0, UPR XBP1 act 4, NALP3 yeast inh 12 and NR3A LBD binder -4.
For O=C(Cc1n[nH]c(=O)[nH]c1=O)N/N=C/c1ccccc1O the results were APJ ag 0, UPR CHOP act 0.6, Mdm2 MdmX PPI 12, tim10-1 inh -16, tim23-1 inh 5, TIM10 inh 1, UPR XBP1 act -1, NALP3 yeast inh 3 and NR3A LBD binder 0.
`CC1(C)C(=O)OC(/C=C/c2cccc([N+](=O)[O-])c2)C(C)(C)C1=O` (stereo unspecified) gave APJ ag -1, UPR CHOP act 1.8, Mdm2 MdmX PPI -4, tim10-1 inh 20, tim23-1 inh 9, TIM10 inh 22, UPR XBP1 act -2, NALP3 yeast inh 8 and NR3A LBD binder 1.

Among those listed so far, these contain a furan ring, fused or not.
`Cc1ccccc1C(=O)NCCCNC(=O)c1ccco1` gave APJ ag -3, UPR CHOP act 0.0, Mdm2 MdmX PPI -14, tim10-1 inh -1, tim23-1 inh 11, TIM10 inh 13, UPR XBP1 act -1, NALP3 yeast inh 9 and NR3A LBD binder 0.
`O=S(=O)(c1ccccc1)N1N=C(c2ccc(O)cc2)CC1c1ccco1` (stereo unspecified) gave APJ ag -5, UPR CHOP act 4.4, Mdm2 MdmX PPI 10, tim10-1 inh 20, tim23-1 inh 24, TIM10 inh 8, UPR XBP1 act 1, NALP3 yeast inh 10 and NR3A LBD binder 1.

Additional compounds follow:
COc1ccc(C(=O)NNC(=O)c2ccc(S(=O)(=O)N3CCCCC3)cc2)cc1 was read as APJ ag -1, UPR CHOP act 0.7, Mdm2 MdmX PPI 8, tim10-1 inh 40, tim23-1 inh 13, TIM10 inh 12, UPR XBP1 act -1, NALP3 yeast inh -14 and NR3A LBD binder 2.
Screening N#Cc1cc([N+](=O)[O-])ccc1NC(=O)COC(=O)CC1CCCC1 returned APJ ag -3, UPR CHOP act 0.2, Mdm2 MdmX PPI -36, tim10-1 inh 9, tim23-1 inh 36, TIM10 inh -19, UPR XBP1 act -3, NALP3 yeast inh -1 and NR3A LBD binder -3.
Cc1ccccc1CSc1nsc(N)n1 was read as APJ ag -1, UPR CHOP act 5.3, Mdm2 MdmX PPI 27, tim10-1 inh 35, tim23-1 inh 52*, TIM10 inh 11, UPR XBP1 act 4, NALP3 yeast inh 6 and NR3A LBD binder 4.
Screening NC(=S)N/N=C/c1c[nH]c2ccccc12 returned APJ ag 1, UPR CHOP act 0.7, Mdm2 MdmX PPI 4, tim10-1 inh -1, tim23-1 inh 7, TIM10 inh -3, UPR XBP1 act -2, NALP3 yeast inh 24 and NR3A LBD binder -5.
CCOc1cc(S(=O)(=O)N2CCC(c3nc4ccccc4s3)CC2)c(OCC)cc1S(=O)(=O)N1CCCCC1 was read as APJ ag 2, UPR CHOP act -1.1, Mdm2 MdmX PPI 27, tim10-1 inh 11, tim23-1 inh 8, TIM10 inh 11, UPR XBP1 act -6, NALP3 yeast inh -1 and NR3A LBD binder -3.
Cc1noc(C)c1CSc1nnc(-c2ccccc2)n1Cc1ccco1 was read as APJ ag -2, UPR CHOP act 0.5, Mdm2 MdmX PPI 21, tim10-1 inh 24, tim23-1 inh 14, TIM10 inh 21, UPR XBP1 act -2, NALP3 yeast inh -4 and NR3A LBD binder -4.
Screening O=C(CSc1nnc(NC(=O)c2ccco2)s1)Nc1ccc(F)cc1 returned APJ ag -3, UPR CHOP act 2.1, Mdm2 MdmX PPI -8, tim10-1 inh -12, tim23-1 inh 3, TIM10 inh 4, UPR XBP1 act 2, NALP3 yeast inh 12 and NR3A LBD binder 7.
Screening COc1cc(OC)c2c(C)cc(=O)oc2c1C(CCN1CCOCC1)c1ccc(N(C)C)cc1 (stereo unspecified) returned APJ ag 2, UPR CHOP act -1.3, Mdm2 MdmX PPI 47, tim10-1 inh 4, tim23-1 inh 12, TIM10 inh 11, UPR XBP1 act 2, NALP3 yeast inh 20 and NR3A LBD binder -4.
For O=C(NCc1ccco1)c1ccccc1NC(=O)C1CC(=O)N(c2ccc(Cl)cc2)C1 (stereo unspecified) the results were APJ ag 2, UPR CHOP act -2.0, Mdm2 MdmX PPI 23, tim10-1 inh 9, tim23-1 inh 15, TIM10 inh 0, UPR XBP1 act -2, NALP3 yeast inh 11 and NR3A LBD binder 5.
`COc1ccc(-c2nn(-c3ccccc3)cc2C(=O)N(C)C)cc1` gave APJ ag -1, UPR CHOP act -0.4, Mdm2 MdmX PPI 4, tim10-1 inh 15, tim23-1 inh 19, TIM10 inh 14, UPR XBP1 act -5, NALP3 yeast inh 16 and NR3A LBD binder 0.
`Cc1cnc(NC(=O)c2ccc3c(c2)C(=O)N(Cc2cccnc2)C3=O)s1` gave APJ ag 4, UPR CHOP act 1.0, Mdm2 MdmX PPI 7, tim10-1 inh 0, tim23-1 inh 2, TIM10 inh -16, UPR XBP1 act -4, NALP3 yeast inh 5 and NR3A LBD binder 1.
Screening Cn1cc(C(C[N+](=O)[O-])c2ccccc2)c2ccccc21 (stereo unspecified) returned APJ ag -1, UPR CHOP act -0.4, Mdm2 MdmX PPI 49, tim10-1 inh 40*, tim23-1 inh 44, TIM10 inh 21, UPR XBP1 act -2, NALP3 yeast inh -38 and NR3A LBD binder -1.
For Cc1cnc(C(=O)OCC(=O)c2ccccc2)cn1 the results were APJ ag -4, UPR CHOP act 0.1, Mdm2 MdmX PPI 11, tim10-1 inh -12, tim23-1 inh -7, TIM10 inh -7, UPR XBP1 act -2 and NALP3 yeast inh 2.
For O=C(Oc1cccc(C(=S)N2CCOCC2)c1)c1ccc([N+](=O)[O-])cc1 the results were APJ ag 3, UPR CHOP act 0.2, Mdm2 MdmX PPI -14, tim10-1 inh 18, tim23-1 inh 18, TIM10 inh 8, UPR XBP1 act 4, NALP3 yeast inh 27 and NR3A LBD binder -1.
CC1(N2CCOCC2)C(=O)c2ccccc2C1=O was read as APJ ag -5, UPR CHOP act -0.6, Mdm2 MdmX PPI -6, tim10-1 inh -2, tim23-1 inh 21, TIM10 inh 5, UPR XBP1 act 2, NALP3 yeast inh 17 and NR3A LBD binder 0.
Screening O=C(Cn1c(=O)oc2ccccc21)Nc1ccccc1N1CCOCC1 returned APJ ag -4, UPR CHOP act -0.9, Mdm2 MdmX PPI 12, tim10-1 inh -1, tim23-1 inh 9, TIM10 inh 7, UPR XBP1 act 4, NALP3 yeast inh 21 and NR3A LBD binder 0.
